GPR55 LPI antagonism – GPR55 antagonists blocking LPI-driven arrestin recruitment, primary screen, imaging, U2OS, beta-arrestin-GFP, LPI agonist (AID 2013) | U2OS GPR55 beta-arrestin-GFP translocation imaging, LPI antagonism; higher % means a stronger effect | hit rate 0.13% among 290,000 | inhibition, % at 10 µM; hits with a dose series show IC50 in µM;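 active means spots per cell inhibited over 60%, with over 100 cells counted and total cytoplasm intensity under 500,000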;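 further: U2OS cells stably carrying GPR55 and arrestin-GFP stimulated by 5 µM LPI near EC80; imaged beta-arrestin-GFP aggregate spots per cell after agonist stimulation; plate controls were LPI-stimulated DMSO wells for no effect and DMSO wells without LPI for full effect; some results filed as inactive read as strong as hits; confirmed hits need IC50 under 10 µM and bright autofluorescent wells are also inconclusive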
Dengue-2 NS5 capping – Dengue-2 NS5 methyltransferase inhibitors, primary screen, biochemical, confirmation dose response (AID 588689). Dengue-2 NS5 methyltransferase capping enzyme assay, biochemical; higher % means a stronger effect. hit rate 0.3% among 340,000. Genome polyprotein (Dengue virus type 2 (strain 16681-PDK53)). inhibition, % at 25 µM, or IC50 in µM where a hit was titrated; in the data active means a potency from the dose series
UTI89 phage lysis – inhibition of K1F phage lysis, E. coli UTI89, bacterial capsule biogenesis inhibitors, alamar blue (AID 488966). E. coli UTI89 K1F phage lysis, alamar blue, 2 h; higher % means a stronger effect. one-dose inhibition, % at 100 µM; IC50 in µM for titrated hits. hit rate 0.02% among 340,000;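 active means phage lysis inhibition, versus mean bacterial control, above a set limit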;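 further: capsule biogenesis inhibitors block K1F phage lysis so surviving cells raise fluorescence; higher fluorescence means more inhibition of phage lysis; actives were called in the ten point dose series up to 300 µM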
HIV fusion peptide – inhibitors of HIV fusion peptide binding, primary screen, biochemical, uHTS, fluorescence dequenching (AID 1986) | cell-free peptide binding, fluorescence dequenching, 30 min; higher % means a stronger effect | one-dose inhibition, % at 20 µM; IC50 in µM for titrated hits | hit rate 0.3% among 290,000; in the data active means inhibition mostly above about 52%, no sharp cut-off; inactive means mostly below about 76%; further: some results filed as inactive read as strong as hits
SIAH1 antagonists – Siah-1 peptide-binding antagonists, primary screen, biochemical, fluorescence polarization, rhodamine-plectin, uHTS (AID 1817); hit rate 0.02% among 290,000; displacement, % at 20 µM; hits with a dose series show IC50 in µM; Siah-1 / rhodamine-plectin peptide fluorescence polarization; higher % means a stronger effect; E3 ubiquitin-protein ligase SIAH1 (Homo sapiens);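 active means displacement of at least 50% at 20 µM, with a fluorescence ratio check between 0.3 and a set limit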;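 further: plate controls were Siah plus tracer with DMSO for no effect and tracer alone without Siah for full effect; strong numbers were not always called active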
NTR1 ag – agonists of NTR1, primary screen, imaging, U2OS cells, beta-arrestin-GFP, high content (AID 493036); Neurotensin receptor type 1 (Homo sapiens), P30989; NTR1-U2OS beta-arrestin-GFP spot imaging, agonist mode; activation, % at 20 µM; hit rate 0.17% among 330,000;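 active means activation at or above 40% of the spot to cytoplasm intensity ratio, with at least 20 cells analyzed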;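 further: 0% = DMSO without peptide and 100% = 100 nM NTR1 peptide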
Target sequence (P30989 whole entry, looked up): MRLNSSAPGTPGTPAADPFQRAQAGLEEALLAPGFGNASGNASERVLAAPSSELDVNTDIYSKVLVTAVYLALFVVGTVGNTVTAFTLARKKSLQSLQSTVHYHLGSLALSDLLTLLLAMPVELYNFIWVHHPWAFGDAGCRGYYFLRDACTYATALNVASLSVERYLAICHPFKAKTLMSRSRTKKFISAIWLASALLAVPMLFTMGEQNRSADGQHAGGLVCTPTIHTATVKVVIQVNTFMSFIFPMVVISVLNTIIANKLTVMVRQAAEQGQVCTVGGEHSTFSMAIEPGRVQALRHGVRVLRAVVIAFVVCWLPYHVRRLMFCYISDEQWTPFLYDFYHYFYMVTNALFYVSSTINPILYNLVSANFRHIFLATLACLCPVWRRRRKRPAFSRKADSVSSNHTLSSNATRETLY
GPR35 antagonists – GPR35 antagonists blocking zaprinast-driven arrestin recruitment, primary screen, imaging, U2OS, beta-arrestin-GFP, zaprinast agonist (AID 2058); G-protein coupled receptor 35 (Homo sapiens); U2OS GPR35 beta-arrestin-GFP translocation imaging, zaprinast antagonism; higher % means a stronger effect; one-dose inhibition, % at 10 µM; IC50 in µM for titrated hits; hit rate 0.052% among 290,000;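 active means inhibition of at least 50% with at least 30 cells and total cytoplasm GFP at most 10,000,000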
GPR55 activation – GPR55 agonists via beta-arrestin recruitment, primary screen, imaging, U2OS cells, beta-arrestin-GFP redistribution (AID 1961); hit rate 0.048% among 290,000; activation, % at 10 µM; hits with a dose series show EC50 in µM; U2OS GPR55 beta-arrestin-GFP redistribution imaging; higher % means a stronger effect;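 active means activation above 40% with more than 50 cells counted in the well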;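 further: U2OS osteosarcoma cells stably expressing GPR55 and beta-arrestin-GFP; plate controls were DMSO negative control for no effect and LPI positive control for full effect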
AID2073 – inhibitors of Mint1-CaV2.2 protein interaction, biochemical, HTRF (AID 2073) | hit rate 0.19% among 290,000 | Voltage-dependent N-type calcium channel subunit alpha-1B (Homo sapiens) | HTRF protein-protein interaction, Mint1-CaV2.2; higher % means a stronger effect | inhibition, % at 20 µM, or IC50 in µM where a hit was titrated; in the data active means inhibition mostly above about 51%, no sharp cut-off; further: some results filed as inactive read as strong as hits
NTR1 ag cell count 20 µM – recorded beside NTR1 ag, whose call it bears; cell count; measured here: cell count, cytotoxicity flag
Dengue-2 NS5 capping pilot replicate – second read-out of Dengue-2 NS5 capping, no call of its own (marks repeat the call); inhibition, %; measured here: pilot screen replicate inhibition
* = called active by the depositor; x = no result given; [ ] = another dose, or the depositor's remark.

SMILES	GPR55 LPI antagonism	Dengue-2 NS5 capping	UTI89 phage lysis	HIV fusion peptide	SIAH1 antagonists	NTR1 ag	NTR1 ag cell count 20 µM	GPR35 antagonists	GPR55 activation	AID2073	others
CCCCNC(=O)c1sc2ncnc(N3CCc4ccccc4C3)c2c1C	4%	-8%	3.0%	-1.5%	3%	2.3	53	-11%	0.1%	28%
COc1cc(SC)ccc1C(=O)Nc1cc(C)ccn1	7%	-1%	0.2%	-1.2%	0%	0.3	86	-9%	-0.3%	4%
CSc1cccc(NC(=S)NCCCN2CCN(c3ccc(F)cc3)CC2)c1	18%	-2%	0.1%[50 µM]	-1.5%	1%	-1.4	64	-6%	-0.3%	-5%
CCN(CC)C(=O)CN1C(=O)c2cccc3cccc(c23)C1=O	0%	x	0.8%	-1.0%	-1%	2.8	44	-1%	0.1%	2%
CC(=O)c1cccc(N(CC(=O)NCCc2ccccc2)C(=O)c2csnn2)c1	5%	0%	-0.9%	0.4%	-4%	1.4	57	8%	-0.4%	6%
O=C(C1CCCN(S(=O)(=O)c2cc(Cl)ccc2Cl)C1)N1CCCC1 (configuration not stated)	3%	-1%	0.4%[50 µM]	0.1%	1%	0.1	45	5%	-0.1%	0%
Cc1cccc(N2CCN(C(=O)Cc3cn(C)c4ccccc34)CC2)c1C	-5%	-1%	0.4%	-2.8%	-4%	-1.4	99	1%	0.0%	5%
O/C(=C\c1nc2ccccc2[nH]1)c1cccs1	13%	-3%	-0.8%	14%	2%	3.5	39	12%	-0.4%	9%
CCCCSc1nc2c(c(C(F)(F)F)c1C#N)CCC2	14%	5%	0.0%	-3.9%	1%	8.6	90	-15%	-0.1%	5%	Dengue-2 NS5 capping pilot replicate=-1.8
O=C(O)CCCc1c(-[n+]2ccccc2)[nH]c2ccccc12	9%	-9%	-0.4%	-0.4%	1%	0.6	28	-6%	0.4%	-4%
CCOc1ccc(C(=O)Nc2cc(C)on2)cc1OCC	-4%	4%	0.0%	-0.3%	2%	0.4	90	0%	-0.1%	-2%
NS(=O)(=O)c1ccc2nc(-c3ccccc3)c(-c3ccccc3)nc2c1	-1%	4%	-0.9%	0.3%	9%	0.5	61	14%	-0.4%	16%
CCOC(=O)c1sc(NC(=O)CCN2CCN(CC)CC2)c(C(=O)OCC)c1C	-2%	-10%	-0.3%	0.1%	4%	-0.4	93	-2%	-0.1%	-11%
O=C(Nc1ccccc1-c1ccccc1)C1CCCCC1	3%	-5%	1.7%[50 µM]	2.9%	4%	-0.6	45	-13%	-0.1%	-4%
COc1ccc(CCNC(=O)/C=C/c2ccc(OC)c(S(=O)(=O)N3CCOCC3)c2)cc1	2%	2%	-0.1%	-1.9%	3%	-0.3	64	3%	0.7%	1%
O=C(CCCc1ccccc1)N=C1SC2CS(=O)(=O)CC2N1c1ccccc1F (configuration not stated)	2%	-5%	0.3%	0.8%	10%	2.5	54	-10%	-0.1%	6%
Cc1cnc(C(=O)OCC(=O)N2CCc3ccccc32)cn1	-13%	-4%	0.2%	1.5%	5%	-0.2	79	7%	-0.4%	-3%
CC1=C(C(=O)OCC2CCCO2)C(c2ccc(Cl)c(Cl)c2)NC(=O)N1 (configuration not stated)	-3%	x	x	-0.4%	-6%	-0.4	50	-17%	-0.1%	-3%
COc1ccc2oc(=O)c(N3C(=O)c4ccccc4C3=O)cc2c1	-3%	-8%	-0.1%	-1.3%	-6%	4.2	48	6%	-0.2%	0%
CC(Oc1ccc(Cl)cc1)C(=O)NNC(=S)NC(=O)c1ccco1 (configuration not stated)	5%	-6%	0.9%[50 µM]	7.3%	-4%	5.1	63	-5%	-0.2%	-12%
CCOC(=O)C1CCN(S(=O)(=O)C(F)(F)c2nc3ccccc3s2)CC1	12%	-8%	2.3%	0.7%	-1%	3.2	58	5%	-0.2%	-6%
CCOC(=O)N1CCN(S(=O)(=O)N2CCCC(C(=O)NCCc3ccc(C)cc3)C2)CC1 (configuration not stated)	8%	-7%	0.5%	-0.8%	-2%	0.0	63	3%	0.2%	36%
C=C(C)CN=C1NN=C(c2cc(C)n(-c3ccc(C)cc3)c2C)CS1	3%	-6%	9.6%	6.6%	4%	0.1	48	17%	-0.2%	-6%
Cc1cccn2c(=O)c(C=O)c(N3CC(C)OC(C)C3)nc12 (configuration not stated)	-12%	-5%	-0.2%	-0.3%	0%	2.3	46	-2%	-0.1%	28%
COc1ccc(CN2CCN(C(=O)Cn3c(=O)oc4cc(Cl)ccc43)CC2)c(OC)c1OC	-7%	-9%	0.0%	-0.4%	8%	-1.4	45	-11%	-0.1%	6%
CCCCN1C(=O)C(O)(CC(=O)c2ccco2)c2cc(Br)ccc21 (configuration not stated)	1%	1%	1.5%	2.7%	-2%	-2.4	69	24%	0.6%	4%
CSCc1cc(N(C)C)nc(SCc2ccc(Cl)c(Cl)c2)n1	8%	-11%	0.0%	3.3%	-1%	1.7	55	17%	0.3%	1%
COc1ccc(CCNC(=O)CSc2n[nH]c(N)n2)cc1OC	-8%	-12%	0.3%	-0.4%	4%	-1.9	48	5%	-0.1%	4%
Cn1c(N2CCOCC2)c(C#N)c2ccccc21	8%	-5%	0.3%	-0.9%	3%	0.1	85	-8%	0.3%	2%
Cc1noc(/C=C/N(C)C)c1S(=O)(=O)N1CCCC(C(=O)NCc2ccccc2Cl)C1 (configuration not stated)	14%	-19%	-0.4%	-1.4%	5%	1.9	80	1%	0.3%	-5%
O=c1[nH]c(CN2CCOCC2)nc2scc(-c3ccccc3)c12	9%	-1%	4.0%	1.0%	28%	-1.2	62	6%	-0.1%	7%
O=C(Nc1nnc(SCc2cccc(F)c2)s1)c1ccco1	1%	-10%	0.4%	0.6%	-4%	1.6	35	-2%	-0.5%	11%
Nc1nnc(/C=C/c2ccccc2)s1	-9%	-4%	-0.7%	-0.4%	19%	1.5	57	-5%	0.2%	0%
CCOC(=O)c1c(-c2cccc(C)c2)csc1NC(=O)C1CC=CCC1C(=O)O (configuration not stated)	-14%	61µM*	-0.7%	8.8%	2%	2.8	50	-21%	-0.1%	3%
CC(C)(C)NNC(=S)Nc1cccc(C(F)(F)F)c1	6%	-19%	0.1%	-1.9%	7%	1.0	55	6%	0.8%	3%
Cc1cc(C)nc(SCC(=O)Nc2ncc(Cc3ccc(Cl)c(Cl)c3)s2)n1	7%	-11%	1.1%	0.9%	-11%	8.9	79	10%	-0.2%	1%
O=C(NCc1cc(C(F)(F)F)cc(C(F)(F)F)c1)C12CN(Cc3ccccc3)CC1C(c1cccc([N+](=O)[O-])c1)=NO2 (configuration not stated)	4%	4%	0.9%	0.6%	-6%	1.0	62	-3%	0.9%	7%
CCN1C(=O)/C(=C\N2CCN(C)CC2)SC1=S	5%	3%	0.0%	-2.4%	-2%	-0.3	40	12%	0.2%	-2%
COc1cccc2cc(C(=O)Nc3ccc(S(=O)(=O)NCC4CCCO4)cc3)c(=O)oc12 (configuration not stated)	0%	-3%	0.0%	2.8%	-2%	2.5	63	6%	-0.1%	x
OCCN=C1CCCc2c1[nH]c1ccc(Cl)cc21	-1%	-1%	-0.6%	0.4%	0%	1.7	48	-6%	0.0%	11%

7 compounds out of the list, sorted by length of the SMILES, falling:
SMILES	GPR55 LPI antagonism	Dengue-2 NS5 capping	UTI89 phage lysis	HIV fusion peptide	SIAH1 antagonists	NTR1 ag	NTR1 ag cell count 20 µM	GPR35 antagonists	GPR55 activation	AID2073	others
CCOC(=O)N1CCN(S(=O)(=O)N2CCCC(C(=O)NCCc3ccc(C)cc3)C2)CC1 (configuration not stated)	8%	-7%	0.5%	-0.8%	-2%	0.0	63	3%	0.2%	36%
CCOC(=O)C1CCN(S(=O)(=O)C(F)(F)c2nc3ccccc3s2)CC1	12%	-8%	2.3%	0.7%	-1%	3.2	58	5%	-0.2%	-6%
CCCCN1C(=O)C(O)(CC(=O)c2ccco2)c2cc(Br)ccc21 (configuration not stated)	1%	1%	1.5%	2.7%	-2%	-2.4	69	24%	0.6%	4%
Cc1cccn2c(=O)c(C=O)c(N3CC(C)OC(C)C3)nc12 (configuration not stated)	-12%	-5%	-0.2%	-0.3%	0%	2.3	46	-2%	-0.1%	28%
CSCc1cc(N(C)C)nc(SCc2ccc(Cl)c(Cl)c2)n1	8%	-11%	0.0%	3.3%	-1%	1.7	55	17%	0.3%	1%
O=C(Nc1nnc(SCc2cccc(F)c2)s1)c1ccco1	1%	-10%	0.4%	0.6%	-4%	1.6	35	-2%	-0.5%	11%
Cn1c(N2CCOCC2)c(C#N)c2ccccc21	8%	-5%	0.3%	-0.9%	3%	0.1	85	-8%	0.3%	2%

Continuation:
SMILES	GPR55 LPI antagonism	Dengue-2 NS5 capping	UTI89 phage lysis	HIV fusion peptide	SIAH1 antagonists	NTR1 ag	NTR1 ag cell count 20 µM	GPR35 antagonists	GPR55 activation	AID2073	others
CCOC(=O)NCc1cc(-c2nn(C)c(=O)c3ccccc23)ccc1C	-4%	-8%	0.2%	0.1%	-27%	0.1	51	-3%	0.2%	47%
CCOC(=O)c1c(S(=O)(=O)N2c3ccccc3CC2C)c(C)n(C)c1C (configuration not stated)	-1%	4%	0.1%	1.0%	2%	-0.8	64	20%	-0.2%	13%
CC(=O)c1ccc(N2CCN(S(=O)(=O)c3ccc4c(c3)CC(=O)N4C)CC2)cc1	-1%	4%	0.5%	-1.9%	0%	0.0	80	3%	0.5%	24%
COc1ccc(/C=N/NC(=O)c2ccc(COc3ccccc3Cl)o2)cc1	11%	-2%	4.1%	13%	6%	-1.8	108	-13%	0.1%	9%
CC(C)C(=O)NN(C(=O)c1ccccc1)c1ccccc1	11%	-6%	0.0%	1.6%	3%	0.1	98	0%	-0.3%	16%
O=C(Cc1ccccc1)N1CCN=C1SCc1ccc([N+](=O)[O-])cc1	0%	-4%	4.2%	2.6%	7%	0.3	46	-20%	0.3%	0%
Cc1cc(C(=O)O)c(C)n1-c1ccccc1	4%	-5%	0.3%	-0.1%	-4%	-2.1	83	5%	0.2%	-3%
COC(=O)c1cc(OC)c(OC)cc1NC(=O)c1cc(OC)cc(OC)c1	-8%	x	3.7%	2.1%	-3%	4.6	78	-14%	-0.1%	12%
CCCCNC(=O)c1cn(CC)c2cc(N3CCN(C(=O)c4ccco4)CC3)c(F)cc2c1=O	10%	2%	1.2%	0.9%	2%	3.8	52	3%	-0.1%	14%
